Screens: PubChem BioAssay, National Center for Advancing Translational Sciences (NCATS)
SMN2 splice enh: SMN2 splice variant enhancement; Potency, µM (titrated, usually from 46.1 µM), for inactives: top-dose activity change, positive = activation, hits mostly activators; actives 2.8% (n = 210,000); HEK293 SMN2-luciferase splicing reporter, luminescence, 30-36 h; also: % of control where 0% means no effect; nearly all actives have a fitted effect of over 55% in size
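qHTS luciferase splicing reporter: luminescence rises when SMN2 exon 7 is included in transfected HEK293 cells. Compound exposure lasted 30-36 h at 37C, with 4.5 mM final sodium butyrate as control, followed by a ONE-Glo read.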
IMPase Li cell: cell-permeable IMPase inhibitors with lithium potentiation; CHO-M1 cells, IP1 TR-FRET (IP-One), carbachol + lithium; Potency, µM (titrated, usually from 59.4 µM), inactives show at the top dose activity, negative = IMPase inhibition, actives largely listed as inhibitors; actives 0.35% (n = 210,000); AID 1457;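 also: IP1 builds up when IMPase is blocked and the TR-FRET signal falls; plate controls were basal vehicle for no effect and high inhibitor control for full effect; nearly all actives have a fitted effect of over 50% in size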
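CHO cells stably expressing M1 receptor (2000/well) were cultured 16–30 h, then exposed to compounds with a small lithium addition for 30 min at 37C. IP1 was measured by TR-FRET competition; AC50 from Hill fits.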
RECQ1 inh: RECQ1 (human) helicase inhibition; actives 0.54% (n = 240,000); Potency, µM (titrated, usually from 57.3 µM), without a hit: at the top dose activity, negative = inhibition, usual class: inhibitors; P46063; RECQ1 DNA unwinding, red fluorescence kinetic read;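 also: plate controls were vehicle for no effect and no enzyme for full effect; nearly all actives have a fitted effect of over 30% in size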
Target sequence (P46063 whole entry, looked up): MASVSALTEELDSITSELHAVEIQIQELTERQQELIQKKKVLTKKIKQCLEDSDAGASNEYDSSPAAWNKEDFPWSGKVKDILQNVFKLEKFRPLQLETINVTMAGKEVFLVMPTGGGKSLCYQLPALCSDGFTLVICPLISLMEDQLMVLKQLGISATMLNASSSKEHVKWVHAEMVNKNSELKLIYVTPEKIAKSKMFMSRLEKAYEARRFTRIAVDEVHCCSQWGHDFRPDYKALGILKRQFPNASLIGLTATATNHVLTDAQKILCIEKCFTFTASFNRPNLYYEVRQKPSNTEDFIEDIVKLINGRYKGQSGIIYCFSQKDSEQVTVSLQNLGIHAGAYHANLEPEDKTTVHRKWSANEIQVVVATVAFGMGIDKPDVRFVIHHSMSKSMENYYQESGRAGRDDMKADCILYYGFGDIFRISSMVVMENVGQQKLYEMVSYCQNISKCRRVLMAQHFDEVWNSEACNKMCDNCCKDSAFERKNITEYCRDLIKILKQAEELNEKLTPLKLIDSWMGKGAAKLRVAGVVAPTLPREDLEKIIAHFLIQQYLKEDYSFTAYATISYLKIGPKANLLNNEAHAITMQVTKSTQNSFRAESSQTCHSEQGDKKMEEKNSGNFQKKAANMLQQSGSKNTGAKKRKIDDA
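50 nM RECQ1T1 preincubated 15 min with compound in Tris pH 8.0 buffer with MgCl2, DTT, Tween-20 and 2.5 ug/ml poly(dI-dC); started with 200 nM TAMRA/BHQ-2 forked duplex and 2 mM ATP. Unwinding read as fluorescence (525/598 nm), two reads 2 h apart.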
NPSR antagonist: neuropeptide S receptor (human) antagonism, cAMP | Q6W5P4 | CHO-NPSR cells, cAMP TR-FRET, antagonist mode | Potency, µM (top dose mostly 38.3 µM), for the others: at the highest dose activity change, negative = inhibition, actives largely listed as inhibitors | actives 1% (n = 220,000); also: % is scaled to controls: 0 for no effect and ±100 for the full control effect; nearly all actives have a fitted effect of over 50% in size; many of its hits are not listed in these tables
JMJD2E inh: inhibitors of human JMJD2E histone demethylase; B2RXH2; JMJD2E catalytic domain, FDH-coupled NADH fluorescence (FDH is formaldehyde dehydrogenase); Potency, µM (series often up to 57.1 µM), for inactives: at the highest dose activity change, negative = inhibition, actives largely listed as inhibitors; actives 1.6% (n = 230,000); active = well fitted inhibition curve with a large enough effect, not every such curve was filed as active; inconclusive = small, poorly fitted or top-dose-only effect, or another doubt; inactive = no such curve, though single readings can be large or run the other way;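 also: 0% = wells with enzyme and -100% = buffer wells without enzyme; nearly all actives have a fitted effect of over 50% in size; many of its hits are not listed in these tables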
Target sequence (B2RXH2 1-337 limits assumed): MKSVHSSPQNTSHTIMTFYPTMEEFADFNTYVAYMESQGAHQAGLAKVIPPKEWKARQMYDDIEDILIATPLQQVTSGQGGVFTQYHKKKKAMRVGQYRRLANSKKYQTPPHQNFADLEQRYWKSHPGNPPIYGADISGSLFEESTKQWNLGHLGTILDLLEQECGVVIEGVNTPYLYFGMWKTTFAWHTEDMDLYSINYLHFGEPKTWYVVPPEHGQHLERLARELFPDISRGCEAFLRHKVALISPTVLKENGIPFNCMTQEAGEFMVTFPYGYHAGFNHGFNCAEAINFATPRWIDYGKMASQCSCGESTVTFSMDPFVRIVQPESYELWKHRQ
Luc counter: counter-screen: inhibitors of Kinase-Glo firefly luciferase | Q27757 | Kinase-Glo luciferase, ATP luminescence, 8 min | Potency, µM (titrated, usually from 38.3 µM), for inactives: at the top dose activity change, negative = inhibition, hits mostly inhibitors | actives 0.28% (n = 200,000); also: % is scaled to controls: 0 for no effect and ±100 for the full control effect; nearly all actives have a fitted effect of over 60% in size
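Luminescence was the read-out, taken after 8-minute incubation at ambient temperature. Luciferase turned over luciferin with 10 uM ATP in imidazole pH 7.2 buffer containing KCl, MgCl2, Tween 20 and BSA.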
GoLoco inh red: inhibitors of human Gai1-RGS12 GoLoco interaction (red fluorophore). Gai1:RGS12 GoLoco peptide FP, rhodamine, 10 min. P63096. AID 880. Potency, µM (titrated, usually from 61.6 µM), without a hit: at the top dose activity, negative = inhibition, hits mostly inhibitors. actives 0.44% (n = 230,000); active = well fitted inhibition curve with a large enough effect, not every such curve was filed as active; inactive = no such curve, though single readings can be large or run the other way; also: % is scaled to controls: 0 for no effect and ±100 for the full control effect; nearly all actives have a fitted effect of over 30% in size; many of its hits are not listed in these tables
Epigenetic derep: epigenetic control regulation, reporter derepression; murine LDR cells, GFP reporter derepression, 30 h; Potency, µM (doses to about 53.9 µM), for inactives: at the top dose GFP activation, actives largely listed as activators; actives 0.2% (n = 280,000); AID 1865; also: % of control where 0% means no effect; nearly all actives have a fitted effect of over 60% in size
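Murine LDR cells carrying a silenced, genomically integrated CMV-driven GFP reporter were exposed to compound for 30 hours at 37 C. After PBS washes, GFP-positive cells (20–120 um objects) were counted by laser-scanning microplate cytometry.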
The depositor's hits bear a star; i = inactive; ? = inconclusive; · = not tested or not shown; & = joins results of further samples; ! = repeats disagree; [ ] = dose if it differs, or a comment. Unless noted, calls follow the shape of the dose curve; as a rule, active = well fitted curve in the direction sought with a large enough effect; inconclusive = small, poorly fitted or top-dose-only effect, or another doubt; inactive = no such curve, though single readings can be large; an effect the other way counts as inactive or inconclusive. Potency is read from the fitted curve at half-maximal effect.

molecule	SMN2 splice enh	IMPase Li cell	RECQ1 inh	NPSR antagonist	JMJD2E inh	Luc counter	GoLoco inh red	Epigenetic derep
COc1ccccc1N(O)C1CC(=O)N(c2ccc(F)cc2)C1=O (stereo not given)	14%	-8%	6%	-6%[46.1 µM]	?	1%	-29%	-3.3%
NNC(=O)C12CC3CC(C1)CC(n1ncnn1)(C3)C2	-2%	-5%	i	11%	14%	-3%	1%	0.2%
COc1ccc(C2C(=O)c3ccccc3C2=O)cc1	4µM*!	1%&31%	-5%&-11%	-50%	-4%&-18%	?	-46%&19%	-0.5%&-1.6%
COCCN1Cc2cccc(C(=O)NCC3CCN(CC(C)C)C3)c2C1=O (stereo not given)	·	7%	-2%	-18%	-28%	·	2%	-0.3%
Cc1ccc(-n2[nH]c(C)c(/C=N/Nc3ccc([N+](=O)[O-])cc3[N+](=O)[O-])c2=O)cc1	-63%[inhibitor]	69%[activator]	?	-56%	-12%	?	2%	-0.1%
O=S(=O)(Nc1cccc(-c2nc3cccnc3s2)c1)c1ccc2c(c1)CCCC2	-72%[inhibitor]	?	-3%	-4%	-1%	5%	166%[activator]	0.0%
COC(=O)c1nn(C23CC4CC(CC(C4)C2)C3)c2c1C(=O)N(c1ccc(Br)cc1)C2=O	-9%	25%[38.3 µM]	i	1%[46.1 µM]	1%	-1%	6%	0.6%
COc1cc2c(cc1OC)C(c1ccc(-c3ccc(Cl)c(Cl)c3)o1)=NCC2	-62%[inhibitor]	35%[activator][38.3 µM]	-15%	?	-15%	-23%	7%	-0.3%
COc1ccc(S(=O)(=O)N(C)C)cc1NC(=O)Cc1cccs1	-5%	-15%	-8%	14%	5%	3%	-11%	-5.1%
COc1ccc(Cn2nnnc2C(c2cc3cccc(C)c3[nH]c2=O)N2CCN(C)CC2)cc1 (stereo not given)	-10%	-5%	i	-10%	?	-3%	12%	0.0%
O=C(CSc1nc2ccccc2c(=O)n1-c1ccccc1)N1CCN(CCO)CC1	?	-18%[38.3 µM]	i	1%[46.1 µM]	4%	-8%	12%	-1.9%
O=C(OCc1nnc(-c2ccccc2)o1)c1cc2ccccc2cc1O	13%	10%	i	-7%	-5%	-2%	12%	-2.6%
Cc1ccc(C(=O)N2CCCC(C(=O)c3cc(F)ccc3F)C2)s1 (stereo not given)	-12%	14%	-3%	-6%	-4%	2%	17%	0.2%
CC(C)(C)NC(=O)C1N(c2cccnc2)C(=O)C2C(C(=O)Nc3ccccc3F)C3(C)C=CC21O3 (stereo not given)	-11%	-1%[38.3 µM]	i	-7%[46.1 µM]	0%	-1%	-4%	-3.7%
CN1C(=O)/C(=C2\SC(=S)N(C(CCC(=O)O)C(=O)O)C2=O)c2ccccc21 (stereo not given)	-11%	24%	2%	1%[46.1 µM]	13µM*	-21%	-11%	-1.8%
CCN(CC)CCNc1nc(-c2ccccc2)c2c(c1C#N)CC(C)(C)OC2	16%	16%[38.3 µM]	1%	-14%[46.1 µM]	?	0%	-1%	-5.8%
CSc1nnc2ccc(-c3cccs3)nn12	13%	-10%	-2%	5%	-10%	1%	10%	9.2%
CSCC[C@H](NC(=O)OC(C)(C)C)c1nnc(SCC(=O)Nc2c(C)cccc2C)o1	6%	-3%[38.3 µM]	-9%	-4%[46.1 µM]	-1%	0%	-1%	-0.4%
Cc1c(C(=O)O)nn(-c2ccccc2)c(=O)c1C#N	7%	2%[38.3 µM]	-11%	8%[46.1 µM]	?	4%	-9%	2.2%
O=S(=O)(CC(CN1CCCCC1)N1CCCCC1)c1ccc2ccccc2c1 (stereo not given)	-61%[inhibitor]	8%	10%	-4%	20%	-2%	7%	-0.4%

Entries of single compounds as entered above. Order of screens: SMN2 splice enh	IMPase Li cell	RECQ1 inh	NPSR antagonist	JMJD2E inh	Luc counter	GoLoco inh red	Epigenetic derep
Listed for CSc1nnc2ccc(-c3cccs3)nn12 : 13%	-10%	-2%	5%	-10%	1%	10%	9.2%
Listed for COC(=O)c1nn(C23CC4CC(CC(C4)C2)C3)c2c1C(=O)N(c1ccc(Br)cc1)C2=O : -9%	25%[38.3 µM]	i	1%[46.1 µM]	1%	-1%	6%	0.6%
Listed for O=C(CSc1nc2ccccc2c(=O)n1-c1ccccc1)N1CCN(CCO)CC1 : ?	-18%[38.3 µM]	i	1%[46.1 µM]	4%	-8%	12%	-1.9%
Listed for O=C(OCc1nnc(-c2ccccc2)o1)c1cc2ccccc2cc1O : 13%	10%	i	-7%	-5%	-2%	12%	-2.6%
Listed for COc1ccc(S(=O)(=O)N(C)C)cc1NC(=O)Cc1cccs1 : -5%	-15%	-8%	14%	5%	3%	-11%	-5.1%

Next results follow.
molecule	SMN2 splice enh	IMPase Li cell	RECQ1 inh	NPSR antagonist	JMJD2E inh	Luc counter	GoLoco inh red	Epigenetic derep
O=C(CSc1nc2ccccc2c(=O)n1-c1ccccc1)N/N=C/C=C/c1ccccc1[N+](=O)[O-]	-17%	3%	-15%	-19%	-4%	0%	15%	-2.2%
COC(=O)Cn1c(O)c(N=NC(=O)OC)c2ccccc21	·	·	-1%	-21%	4%	·	-5%	-1.8%
CCOc1ccc(Cl)cc1S(=O)(=O)n1cnc2cc(C)c(C)cc21	-1%	10%[38.3 µM]	i	?	-11%	-1%	-8%	-3.1%
COc1cc2c(cc1OC)C(Nn1cnnc1)=NC1(CCCC1)C2	·	·	-2%	-5%	-22%	·	0%	7.2%
CC(C)CCNC(=O)COc1cccc2c1OC(C)(C)C2	13%	7%	-6%	-11%	3%	5%	-9%	1.4%
CCN1C(=O)N(C)C(N(O)C(=O)NC)C1(C)C (stereo not given)	-11%	-9%[38.3 µM]	-3%	-15%[46.1 µM]	1%	-2%	4%	0.0%
NC(=S)N/N=C1\CC(n2nnnc2-c2ccccc2Cl)C2COC1O2 (stereo not given)	-1%	-8%	-3%	11%	6%	8%	4%	0.0%
Cc1cc(N2CCN(c3ccccc3)CC2)n2nnnc2n1	?	28%[38.3 µM]	i	-13%[46.1 µM]	3%	4%	-10%	0.0%
COc1ccc(OC)c(Nc2nc(N)c([N+](=O)[O-])c(NCc3ccccc3)n2)c1	·	·	-16%	-14%	-10%	·	8%	6.7%
Clc1ccc(C2=Nc3cc(Cl)ccc3OC2)cc1	?	19%	-3%	5%	30%[activator]	-1%	16%	-0.1%
C=C(C)CN(CC)C(=O)CC1C(=O)NCCN1C (stereo not given)	5%	-4%	6%	13%	-2%	4%	9%	1.0%
CCCCCCN(C(=O)CCCCCN1C(=O)NC(c2ccc(C3CCCCC3)cc2)C(C(=O)OCc2ccccc2)=C1C)C(C(=O)NCCCC)c1ccc(OCC(=O)OC)c(C(=O)OC)c1 (stereo not given)	1%	-7%	-12%	-7%	-12%&-2%	-2%	2%&7%	2.0%&3.5%
O=[N+]([O-])c1ccc(N2CCN(S(=O)(=O)c3ccc(Cl)cc3)CC2)cc1NCC1CCCO1 (stereo not given)	-12%	-8%[38.3 µM]	i	-5%[46.1 µM]	1%	-4%	-24%	0.9%
O=C(O)CCc1ccc(-c2cccs2)n1CC(=O)Nc1ccccc1C(F)(F)F	-11%&35%	-1%	-3%	-27%	?	0%	3%	-0.1%&-1.9%
CC(C)NC(=O)CSc1nccc(-c2cccs2)n1	·	·	-13%	-14%	-26%	·	10%	1.1%
CN(C)S(=O)(=O)Oc1ccsc1C(=O)Nc1ccc(Br)cc1	-37%[inhibitor]	10%	-12%	-29%	-1%	-1%	4%	2.9%
CCc1ccc(NC(=O)C2CCN(S(C)(=O)=O)CC2)cc1	9%	1%	0%	?	5%	-3%	-8%	0.0%
O=C(NCC(=O)N(c1cccnc1)C(C(=O)NC1CCCC1)c1ccco1)c1cccs1 (stereo not given)	20%	13%[38.3 µM]	8%	1%[46.1 µM]	-2%	-8%	0%	0.0%
COc1cc(-c2nnc(Sc3ccc(C(F)(F)F)cc3[N+](=O)[O-])o2)cc(OC)c1OC	?	36%[38.3 µM]	13%	-10%[46.1 µM]	-1%	-1%	-2%	-1.0%
Cc1cc(C(=O)O)ccc1N/C=C1\CCCC(C)C1=O (stereo not given)	?	3%[38.3 µM]	i	-4%[46.1 µM]	-5%	-6%	8%	0.0%

Some of the entries above in another layout.
Structure: O=C(O)CCc1ccc(-c2cccs2)n1CC(=O)Nc1ccccc1C(F)(F)F
  SMN2 splice enh = -11%&35% | IMPase Li cell = -1% | RECQ1 inh = -3% | NPSR antagonist = -27% | JMJD2E inh = ? | Luc counter = 0% | GoLoco inh red = 3% | Epigenetic derep = -0.1%&-1.9%
Structure: CC(C)NC(=O)CSc1nccc(-c2cccs2)n1
  SMN2 splice enh = · | IMPase Li cell = · | RECQ1 inh = -13% | NPSR antagonist = -14% | JMJD2E inh = -26% | Luc counter = · | GoLoco inh red = 10% | Epigenetic derep = 1.1%

Later entries
molecule	SMN2 splice enh	IMPase Li cell	RECQ1 inh	NPSR antagonist	JMJD2E inh	Luc counter	GoLoco inh red	Epigenetic derep
O=C(C1CCCN(S(=O)(=O)c2cccs2)C1)N1CCN(C2CCCCC2)CC1 (stereo not given)	3%	46%[activator][38.3 µM]	5%	-16%[46.1 µM]	3%	-2%	-1%	-2.0%
CCCCCc1c(O)nc(SCCN2CCOCC2)[nH]c1=O	16%	1%	i	-4%	-4%	3%	8%	0.2%
COc1ccc(/C=N/NC(=O)c2sc(C)nc2C)cc1	26%	4%	-1%	-6%	0%	-8%	6%	-2.6%
O=C(/C=C/c1cccc([N+](=O)[O-])c1)NCc1cccnc1	-4%	-9%[38.3 µM]	-8%	0%[46.1 µM]	4%	4%	6%	-0.2%
c1ccc(-c2cc3ccccc3nc2N2CCCC2)cc1	-23%	9%	-9%	-3%[46.1 µM]	?	2%	1%	-0.9%
COCCN1C(=O)N[C@@H](CCc2ccccc2)[C@@H](C(=O)OC)[C@H]1C	5%[9.22 µM]	0%	-2%[11.5 µM]	·	3%[11.4 µM]	-3%[7.66 µM]	1%[14.2 µM]	·
O=C(Nc1ccc(C(=O)NC2CCCCC2)cc1)c1cncc(Br)c1	·	?	-8%	27%	?	-1%	4%	-2.8%
C=C(C)c1cccc(C(C)(C)NC(=O)NCCCn2ccnc2)c1	3%	12%[38.3 µM]	-4%	4%[46.1 µM]	2%	-2%	3%	-1.0%

A portion of the library; the hit share may differ from the screen's.
